KDM5B inh = blocks human KDM5B histone demethylase activity; actives 2.6% (n = 220,000); KDM5B demethylase, FDH-coupled NADH fluorescence (FDH is formaldehyde dehydrogenase); Q9UGL1; Potency, µM (highest dose often 57.7 µM), for the others: at the top dose activity change, negative = inhibition, hits mostly inhibitors; AID 1347165; active = well fitted inhibition curve with a large enough effect; inconclusive = small, poorly fitted or top-dose-only effect; inactive = no such curve, though single readings can be large or run the other way; note: 0% is about no effect; nearly all actives have a fitted effect of over 70% in size
Target sequence (Q9UGL1 whole entry, looked up): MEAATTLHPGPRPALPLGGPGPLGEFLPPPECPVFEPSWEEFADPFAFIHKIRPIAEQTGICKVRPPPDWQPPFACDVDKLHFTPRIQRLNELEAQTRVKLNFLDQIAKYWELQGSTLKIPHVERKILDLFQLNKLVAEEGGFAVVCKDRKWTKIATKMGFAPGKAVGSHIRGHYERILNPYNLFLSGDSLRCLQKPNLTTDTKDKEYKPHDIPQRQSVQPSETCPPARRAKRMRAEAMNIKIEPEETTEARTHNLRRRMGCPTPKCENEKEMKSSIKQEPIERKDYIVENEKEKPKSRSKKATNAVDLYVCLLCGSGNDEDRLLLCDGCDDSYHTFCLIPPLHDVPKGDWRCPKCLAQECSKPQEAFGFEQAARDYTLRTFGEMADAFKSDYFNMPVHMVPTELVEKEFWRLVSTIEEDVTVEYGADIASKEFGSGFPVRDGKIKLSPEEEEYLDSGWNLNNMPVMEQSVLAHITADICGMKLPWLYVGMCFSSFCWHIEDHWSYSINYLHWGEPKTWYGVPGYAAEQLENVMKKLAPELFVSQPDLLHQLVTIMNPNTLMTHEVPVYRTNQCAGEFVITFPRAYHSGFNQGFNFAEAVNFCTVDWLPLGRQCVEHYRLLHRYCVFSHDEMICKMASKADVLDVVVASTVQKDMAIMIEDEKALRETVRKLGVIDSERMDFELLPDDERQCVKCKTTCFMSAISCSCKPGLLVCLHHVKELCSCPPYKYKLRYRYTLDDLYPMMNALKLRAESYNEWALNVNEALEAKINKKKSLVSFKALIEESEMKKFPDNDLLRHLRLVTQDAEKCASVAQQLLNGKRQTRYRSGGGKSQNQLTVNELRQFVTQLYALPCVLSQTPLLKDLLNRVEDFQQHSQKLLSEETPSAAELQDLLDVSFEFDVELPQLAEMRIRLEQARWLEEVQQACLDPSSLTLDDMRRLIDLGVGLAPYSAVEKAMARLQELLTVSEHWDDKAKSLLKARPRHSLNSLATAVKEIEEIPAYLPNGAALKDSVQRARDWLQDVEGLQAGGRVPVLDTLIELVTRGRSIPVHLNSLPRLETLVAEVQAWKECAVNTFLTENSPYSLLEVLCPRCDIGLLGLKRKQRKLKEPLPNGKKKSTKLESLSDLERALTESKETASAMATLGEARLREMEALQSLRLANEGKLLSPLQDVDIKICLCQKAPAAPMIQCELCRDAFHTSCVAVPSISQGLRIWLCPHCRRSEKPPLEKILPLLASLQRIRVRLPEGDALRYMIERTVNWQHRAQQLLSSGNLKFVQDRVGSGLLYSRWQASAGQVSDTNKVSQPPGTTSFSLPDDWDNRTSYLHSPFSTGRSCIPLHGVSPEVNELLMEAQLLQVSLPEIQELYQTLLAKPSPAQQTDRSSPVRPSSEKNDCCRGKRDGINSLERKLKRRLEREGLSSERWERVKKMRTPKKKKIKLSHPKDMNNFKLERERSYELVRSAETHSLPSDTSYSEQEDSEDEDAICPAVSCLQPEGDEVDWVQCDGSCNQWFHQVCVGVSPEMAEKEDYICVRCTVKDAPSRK
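Measured: NADH fluorescence change, 30 min, RT. System: KDM5BΔAP 200 nM final, H3K4me3 peptide, α-KG, Fe(II), ascorbate, NAD⁺ plus FDH, pH 7.5 HEPES. Compounds: titrated, 10 min pre-incubation with enzyme.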
Numbers without * were called inactive; i = inactive; u = inconclusive; & = joins results of further samples; [ ] = dose if it differs, or a comment. Potency is the fitted concentration of half-maximal effect.

SMILES | KDM5B inh
COc1ccc([C@H](C)NC(=O)c2c(C)noc2-c2cc(OC)c(OC)c(OC)c2)cc1 | u
COc1cccc(-n2ccnc2SCC(=O)Nc2c(C)cc(C)cc2C)c1 | 0%
Cc1nc2nc(N)c(C#N)cn2n1 | -25%
Cc1nc(SCc2nc(-c3cccc(Cl)c3)oc2C)[nH]c(=O)c1C | 27%
O=C(c1cc(-c2ccccc2Cl)nc2ccccc12)N1CCCC1 | -9%
O=C(Nc1ccccc1)C1CCOC1=O (stereo unspecified) | 5%
CC(=O)N1CCc2nn(CC(=O)Nc3ccc(Cl)cc3F)c(=O)cc2C1 | 8%
COc1ccccc1C1C(C(=O)N2CCCCC2)=C(C)Nc2nc3ccccc3n21 (stereo unspecified) | u
COC(=O)c1ccc(COc2ccc(/C=C(\C#N)C(=O)Nc3ccccc3C(F)(F)F)cc2)cc1 | -19%
COCCCn1c(-c2cccs2)nc2nc3ccccc3nc21 | i
Nc1nc(COC(=O)c2c(Cl)cccc2Cl)nc2ccccc12 | u
CCNc1nc(SCC(=O)NC(=O)NC(C)C)nc2ccccc12 | -8%
CN(C)C(=O)c1cccc2c1CCN2C(=O)C1CC1 | -13%
Cn1nc2n(c1=O)CCN(S(C)(=O)=O)CC2 | -21%
CC1(C)CC(NCCNC2CC(C)(C)NC(C)(C)C2)CC(C)(C)N1 | 120%[activator]
Cc1cccc(C2=Nc3ccccc3N=C(c3cc(Cl)ccc3O)C2)c1 | -7%[11.5 µM]
O=C(Nc1cccc(Cl)c1)Nc1ccc2nccnc2c1 | -29%
CCCCn1cnc2c1c(=O)n(CC(=O)Nc1ccccc1C(C)C)c(=O)n2CCC | u
Cc1cc(Nc2ccc(Br)c(C)c2)n2nc(-c3ccco3)nc2n1 | u
CC(C)c1ccc(S(=O)(=O)Nc2cc3c(cc2NCc2ccccc2)n(C)c(=O)n3C)cc1 | u

6 structures from above, sorted by SMILES length, descending:
SMILES | KDM5B inh
COc1ccc([C@H](C)NC(=O)c2c(C)noc2-c2cc(OC)c(OC)c(OC)c2)cc1 | u
CC1(C)CC(NCCNC2CC(C)(C)NC(C)(C)C2)CC(C)(C)N1 | 120%[activator]
COc1cccc(-n2ccnc2SCC(=O)Nc2c(C)cc(C)cc2C)c1 | 0%
Cn1nc2n(c1=O)CCN(S(C)(=O)=O)CC2 | -21%
O=C(Nc1ccccc1)C1CCOC1=O (stereo unspecified) | 5%
Cc1nc2nc(N)c(C#N)cn2n1 | -25%

Back to the main list with the three entries that preceded the break.
SMILES | KDM5B inh
CCCCn1cnc2c1c(=O)n(CC(=O)Nc1ccccc1C(C)C)c(=O)n2CCC | u
Cc1cc(Nc2ccc(Br)c(C)c2)n2nc(-c3ccco3)nc2n1 | u
CC(C)c1ccc(S(=O)(=O)Nc2cc3c(cc2NCc2ccccc2)n(C)c(=O)n3C)cc1 | u
CCc1ccc(NC(=O)Cn2cnc3sc(C)c(S(=O)(=O)N4CCC(C)CC4)c3c2=O)cc1 | -11%
Cn1cc(CN2C[C@H](C(=O)Nc3cccnc3)C[C@@H]2c2cccc(C(F)(F)F)c2)cn1 | -10%[86.2 µM]
CC(C)(C)c1ccc(NC(=O)CC2(C(=O)O)CCCC2)cc1 | 21%
COc1cccc(CN(C)C(=O)c2cc(-c3ccc(OC)c(OC)c3)nc3ccccc23)c1 | u
Cc1cccc(NC(=O)CSc2nc3ccc(NC(=O)COc4ccc(Cl)cc4)cc3s2)c1 | -31%
N#Cc1ccc(Sc2nc3ccccc3[nH]2)nc1 | 13%
Cc1ccc(CNC(=O)Cn2ccn(-c3cc(C)cc(C)c3)c(=O)c2=O)cc1 | u
COc1cccc(CNC(=O)c2ccc(NC(=O)N3CCCCc4ccccc43)cc2)c1OC | 16%
CN(C)c1ccc(C(=O)N2CC[C@@H](CC(=O)O)[C@@H](CCN3CCN(c4ccccc4)CC3)C2)cc1 | -19%
COCc1nc(CCNS(=O)(=O)c2ccccc2C)no1 | 22%
CC(=O)N1CC2(CCCN(CC3CC3)C2)Cc2ccccc21 (stereo unspecified) | -1%[149 µM]
Cc1cc(NC(=O)CN2C(=O)c3ccccc3S2(=O)=O)no1 | 24%
CC(OC(=O)c1cc(C2CC2)nn1-c1ccccc1)C(=O)Nc1ccc(N(C)C)cc1 (stereo unspecified) | 12%
CCCn1nc(C(=O)OCc2nc(N)nc(Nc3ccccc3C)n2)c2ccccc2c1=O | -8%&17%
CC(C)(C)OC(=O)N1CCC(c2c(C(=O)NCCN3CCc4ccccc4C3)cnn2-c2ccc(F)cc2F)CC1 | -19%
CC(C)c1ccc(NC(=O)C2CCN(C(=O)c3ncn4c3COC(c3ccc(F)cc3)C4)CC2)cc1 (stereo unspecified) | 18%
CN(C)c1ccc(/C=N/NC(=O)c2ccn(C)n2)cc1 | -14%
O=C1N(CC2CCC2)CCCC12CCN(Cc1ccc(-c3ccn[nH]3)s1)C2 (stereo unspecified) | u
CN(C)C[C@@H]1CN(Cc2ccncc2)C[C@H]1NC(=O)C1CCOCC1 | u
COc1ccc(CNC(=O)CNC(=O)c2ccc(Br)o2)cc1OC | -4%
CCCNC(=O)Cc1csc2nc(C)c(-c3cc(C)n(-c4ccc(C(C)C)cc4)n3)c(=O)n12 | 28µM*
COc1ccc(-n2nc3n(c2=O)CCN(C(=O)c2ccccn2)C3)cc1 | u
Cc1ccc(C(=O)N2CCC3(CC2)NCCc2c3[nH]c3ccccc23)s1 | -29%
NC(=O)c1ccc(COC(=O)c2cc3ccccc3[nH]2)cc1 | u
COc1cc2c(cc1O)NC(=O)CC2c1cn[nH]c1-c1cc(C)ccc1C (stereo unspecified) | -1%
CC1(c2ccccc2)N(Cc2ccccc2C#N)C(=O)OC12CCN(Cc1ccccn1)CC2 (stereo unspecified) | 3%
COc1cc(-c2nnc(SCCOc3ccc(Cl)cc3)o2)cc(OC)c1OC | u
CCc1ccc(C(=O)COC(=O)c2ccc3cc(OC)ccc3c2)s1 | 26%
O=C(Nc1cc(Cl)cc(Cl)c1)c1cnn2c(C(F)F)cc(C3CC3)nc12 | -7%
COc1ccc(C(=O)C(C)Oc2ccccc2Cl)cc1 (stereo unspecified) | 11%
CC(C)Cc1ccc(C(C)NC(=O)c2ccc(CS(C)(=O)=O)cc2)cc1 (stereo unspecified) | -6%
CN(Cc1nc2ccc(Cl)cc2[nH]1)C(=O)c1ccc2cccc(F)c2n1 | -2%
CO[C@@H]1COCC[C@H]1NC(=O)CCc1ccc(-c2ccc(Cl)cc2)[nH]1 | 28µM*
O=C(c1ccc(C(F)(F)F)s1)N1CCc2c(nc(-c3ccccc3)[nH]c2=O)C1 | -19%
Cc1cc(C(=O)NC2CCCCC2)c2cccc(C)c2n1 | -17%
O=C1NC2(CN([S+](=O)([O-])c3ccsc3)C2)Oc2ccccc21 | 23%[86.2 µM]
CCc1nc2n(n1)C1(CCCCC1)[C@@H]1CCCC[C@@H]1N2C(=O)COC | 14%
CC(C)c1ccccc1NC(=O)c1ccc2c(c1)CCC2 | 3%
O=C(CCc1nc(CSc2nc3ccccc3o2)no1)Nc1ccc(C(F)(F)F)cc1 | 14%
O=C(NCc1cccc(F)c1)c1cnc2c(c1)N(C(=O)CCc1ccccc1)CCC2 | -2%[86.2 µM]
S=C(NCc1ccccc1)N/N=C/c1cccc(OCCOc2ccc(Br)cc2)c1 | -3%
CCOc1ccc(OCC)c(NC(=O)Nc2ccc(F)cc2F)c1 | 0%
COC(=O)c1cccc(NC(=O)C(C)(C)C)c1 | 15%
O=C(Cc1cc2c(cc1Cl)OCCO2)N[C@@H]1COCC[C@@H]1OCC1CC1 | -8%
COC(=O)c1ccccc1OS(=O)(=O)c1ccc2oc(=O)ccc2c1 | 21%
Cc1ccc(C)c(NC(=O)Cn2c(=O)nc(-c3ccccc3)c3ccccc32)c1 | 7%
O=C(c1ccccc1Cl)N1CCCCC1CCN1CCCCC1 (stereo unspecified) | -20%
CC1(C(=O)N2CCN(c3ccccn3)CC2)CCCCC(=O)N1 (stereo unspecified) | 18µM*
O=Cc1ccc(-c2ccccc2Br)o1 | -28%
COc1cccc(-c2nc(CS(=O)CC(=O)NCCc3ccc(C)cc3)c(C)o2)c1 (stereo unspecified) | -2%
Cc1cc(C(=O)NC(C2CC2)C2CC2)c2c(Br)cccc2n1 | 12%
CCOC(=O)c1cc(S(=O)(=O)NCc2cccc(Cl)c2)[nH]n1 | u
O=C(Cn1ccc2ccc(F)cc21)Nc1nnc(C2CCCCC2)s1 | -14%
COc1ccc2c(C)c(CC(=O)Nc3cccc(Br)c3)c(=O)oc2c1OC | -12%
CCOC(=O)c1cc(NC(=O)c2ccc(Cl)cc2)c(=O)n2c1oc1ccccc12 | -13%
Cc1ccccc1NC(=O)Cn1c(=O)n(Cc2ccccc2)c(=O)c2sc3ccccc3c21 | -3%
CCOc1ccccc1NC(=O)N1CCN(Cc2nc(-c3ccc(C(=O)NC)cc3)oc2C)CC1 | -19%
COc1ccc(/C(C)=N/Nc2nc3ccccc3n3cnnc23)cc1OC | u
Cc1ccc(-n2ncc(C(=O)NCc3ccco3)c2C2CCN(C(=O)OC(C)(C)C)CC2)cc1C | -55%
Cc1cccc(NC(c2ccccc2C)c2ccc3ccc(C)nc3c2O)n1 (stereo unspecified) | 8%

New compounds follow
SMILES | KDM5B inh
CCn1c2c(c(=O)n1-c1ccccc1)CCN(Cc1cccnc1OC)C2 | u
Clc1cccc(CSc2nncn3c2cc2sccc23)c1 | u
Cc1ccccc1-c1nccc2c(=O)cc(C3=CCOCC3)oc12 | u
O=S1(=O)N=C(Nc2ccccc2)c2ccccc21 | 6%
O=C(C[C@@H]1CCNC[C@@H]1Cc1cc(-c2ccc(F)cc2)on1)NCc1cccnc1 | u
Brc1ccccc1CN1CCN(Cc2c[nH]c3ccccc23)CC1 | u
Cc1ccc(C(=O)Nc2ccc(NC(=O)c3ccc(C)o3)cc2)o1 | i
COc1cc(C(=O)O)cc2c1OCO2 | 17%
COC(=O)c1sc(=S)n(-c2ccccc2C)c1N | -25%
O=C(NN1CCOCC1)c1ccn(COc2c(Cl)cccc2Cl)n1 | 9%
CCN(CC)S(=O)(=O)c1ccc(NC(=O)c2nn(C(C)C)c(=O)c3ccccc23)cc1 | 2%
COCCNC(=O)[C@@H]1CCC[C@@H](NC(=O)C2CC2)CN(C)C(=O)C1 | -11%[86.2 µM]
Cc1cccc(C(=O)c2ccc(C(C)(C)C)cc2)c1 | 27%
CC(=O)N1CCN(c2nc(CC(C)C)c3c(c2C#N)CCCC3)CC1 | u
Cc1ccc(Nc2nc(-c3ccccc3)c(C(=O)Nc3cccnc3)s2)cc1 | u
COCCn1cnc2c1c(=O)n(CC(=O)NC13CC4CC(CC(C4)C1)C3)c(=O)n2Cc1ccccc1 | 15%
CCc1nnc(NC(=O)CSc2nccn2Cc2ccccc2)s1 | -3%
C[C@]1(O)CCN(C(=O)c2ccc3c(c2)CCCC3)C[C@@H]1O | 20%
COc1ccc(Cn2cc(C(C(=O)O)N(C)Cc3cccnc3)cn2)cc1 (stereo unspecified) | 16%
COc1ccc(CNC(=O)CCn2nc(C)c3c(C)n(-c4ccccc4)nc3c2=O)c(OC)c1 | -5%

3 compounds already listed, arranged by their value in KDM5B inh, descending:
| SMILES | KDM5B inh |
| --- | --- |
| COc1cc(C(=O)O)cc2c1OCO2 | 17% |
| COCCn1cnc2c1c(=O)n(CC(=O)NC13CC4CC(CC(C4)C1)C3)c(=O)n2Cc1ccccc1 | 15% |
| CN(Cc1nc2ccc(Cl)cc2[nH]1)C(=O)c1ccc2cccc(F)c2n1 | -2% |

Further compounds.
SMILES | KDM5B inh
COc1ccccc1-c1ccnc2[nH]n(-c3ccccc3)c(=O)c12 | -12%
CCOC(=O)c1cnc2c(OC)cccc2c1Nc1ccc(N(C)C)cc1 | -12%
CCOCCCNC(=O)C1(O)c2cc(Br)ccc2NC(=O)N1c1cccc(OC)c1 (stereo unspecified) | 26%
C[S+](=O)([O-])c1ccc(-c2cc(C(=O)NCCc3ccc(Cl)cc3)nn3cccc23)cc1 | -13%[115 µM]
CCC(C)(C)C1CCc2c(sc(NC(=O)/C=C/c3ccc(C(C)C)cc3)c2C#N)C1 (stereo unspecified) | -9%
Fc1ccccc1-c1nnc(SCc2cccc3ccccc23)n1C1CC1 | -12%
Cc1ccc(-c2nnc(C3CN(C(=O)Cc4c(C)noc4C)CC34CCOCC4)o2)cc1 (stereo unspecified) | 7%
COC1CCC12CCN(C(=O)c1cccnc1C)CC2 (stereo unspecified) | -9%
CCc1ccc(NC(=O)CSc2nnc(C(C)N3C(=O)COc4ccccc43)n2C)cc1 (stereo unspecified) | 11%
CC(Cc1ccc(Br)cc1)NC(=O)C1CCCC1 (stereo unspecified) | 19%
Cc1ccc(S(=O)(=O)C(C#N)c2nc3ccccc3nc2N(C)C)cc1 (stereo unspecified) | 120%[activator]
CC1=C(C#N)C(c2cc(Br)ccc2OC(F)F)C(C#N)=C(C)N1 | u
COc1ccccc1-c1nc(-c2c(C)noc2C)cc2[nH]c(C)cc12 | i
CN1CCCCCCN(S(C)(=O)=O)CCC1=O | 0%
O=C(Cc1ccc(Cl)cc1)N1CCC2(CC1)CN(C1CCC1)CC2CO (stereo unspecified) | u
CCCn1c(=N)c(C(=O)NCc2ccco2)cc2c(=O)n3cc(C)ccc3nc21 | u
O=C(NCCS(=O)(=O)N1CCN(c2ccc(F)cc2)CC1)c1cc(=O)c2ccccc2o1 | 3%

Source: PubChem

This is a subset, so the mix of outcomes need not match the whole.
